Compound activity from PubChem.
T cell modulator – modulators of CD8 T cell-vesicle binding, primary screen, mouse 2C CD8+ T cells, flow cytometry. calls only at 7 µM. AID 2052, 2009. 2C CD8+ T cell-vesicle binding; hits give low values. 330,000 tested, 0.068% active;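 active means response, share of CD8 T cells binding vesicles, and their 90th percentile fluorescence all below set limits, cut at about 80% in these data, passing the limit was not always enough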
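Incubation: binding step 1.5 h, 37 °C, antibody labelling 20 min, ice; system: murine 2C transgenic CD8+ T lymphocytes; technique: cytometric PE anti-B7-1 and Alexa647 anti-CD8 signals after 1% paraformaldehyde fixation; also added: QL9-charged Drosophila Ld/ICAM-1/B7-1 vesicles; control set: naked versus QL9-loaded vesicles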
Hep lipid drop – inhibitors of hepatocyte lipid droplet formation, primary screen, imaging, high-throughput imaging, BODIPY stain | AML12 mouse hepatocytes, oleate lipid droplets | inhibition, % at 6.5 µM | 240,000 tested, 0.4% active;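 active means lipid droplet intensity inhibited by at least 50%, with more than 500 cells counted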
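Assay system: AML12 mouse liver cells | Compound: 6.5 µM single-point dosing | Schedule: Overnight exposure | Technique: Fluorescence imaging, 20x objective, two fields per well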
Hep lipid drop cells 6.5 µM – recorded beside Hep lipid drop, whose call it bears; cell count; measured here: cell count, cytotoxicity flag;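 cells counted across two imaged fields per well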
T cell modulator vesicle-bound % – also measured in T cell modulator; calls as there; double positive events, %; measured here: CD8+ vesicle-bound cell fraction;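 binding gate set so that unloaded-vesicle control wells show 10% double positive cells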
The depositor's hits bear a star; i = inactive.

Results follow in this order: T cell modulator | T cell modulator vesicle-bound % | Hep lipid drop | Hep lipid drop cells 6.5 µM
Cc1cc(CN2CCCC(C(=O)Nc3ccc(-c4nc5ccccc5[nH]4)cc3)C2)n[nH]1 (stereo unspecified)
→ i | 71 | -3 | 805
COc1cccc(-c2c(C(=O)N/N=C/c3ccoc3)nnn2-c2nonc2N)c1
→ i | 22 | 5 | 732
O=C(CCC1CCN(Cc2ccccc2Cl)CC1)NC1CC1
→ i | 60 | 2 | 780
CCN(CC)Cc1c(O)ccc2c(=O)c(-c3ccccc3Cl)coc12
→ i | 45 | -2 | 798
O=C(Cn1ccc2cc(S(=O)(=O)N3CCCCC3)ccc21)NCc1ccccc1F
→ i | 31 | -4 | 673
CC(C)n1c(SCC(=O)Nc2nncs2)nnc1-c1ccco1
→ i | 58 | -6 | 708
O=C(NNC(=O)C1C2C=CC(C2)C1C(=O)O)c1ccccc1O (stereo unspecified)
→ i | 49 | -18 | 728
Cc1ccc(C(=O)C2CCN(C(=S)NCCCOC(C)C)CC2)cc1
→ i | 44 | 18 | 792
COc1ccc(OC)c(S(=O)(=O)NNC(=S)Nc2ccc3c(c2)OCO3)c1
→ i | 43 | 11 | 813
CC1=CN2C(=NC(=O)CC2(C)C(=O)N(CC(=O)NC2CCCC2)Cc2ccc(Cl)cc2)C=C1 (stereo unspecified)
→ i | 20 | -2 | 824
COc1cc(C(=O)OCCCOC(=O)c2cc(OC)c(OC)c(OC)c2)cc(OC)c1OC
→ i | 27 | 5 | 865
Cc1cc(Cl)c2oc(C(=O)N(C)Cc3cc(C)[nH]n3)c(C)c2c1
→ i | 6 | 26 | 800
O=C(COC(=O)c1ccccn1)c1ccc([N+](=O)[O-])cc1
→ i | 8 | -2 | 844
O/N=C(\c1ccccc1)C(O)c1ccccc1 (stereo unspecified)
→ i | 26 | 10 | 830
CCOC(=O)N1CCN(Cc2nc3cc(NC(=O)CC(C)C)ccc3n2C)CC1
→ i | 0 | -5 | 799
CC1=N/C(=C\c2ccc([N+](=O)[O-])cc2)C(=O)N1c1ccc(F)cc1F
→ i | 46 | 9 | 878
O=C(NCc1ccccn1)c1nc(Cn2ccc([N+](=O)[O-])n2)no1
→ i | 37 | -3 | 833
O=C(Nc1ccc(Cl)cn1)c1cccc2ccccc12
→ i | 49 | 1 | 847
COc1ccc(N2CCN(C(=O)c3cc(=O)c4cc(Cl)ccc4o3)CC2)cc1
→ i | 23 | -10 | 796
Cc1c(Cl)cccc1NC(=O)CSc1ncnc2c1cnn2CCO
→ i | 6 | 4 | 663
O=C(COc1ccccc1)Nc1c(C(=O)N2CCC(N3CCCCC3)CC2)oc2ccccc12
→ i | 52 | -12 | 728
CC(C)c1ccc(OCC(=O)NCc2ccccc2)cc1
→ i | 66 | 1 | 799
CCn1c(SCC(=O)Nc2ccc(N(C)C)cc2)nnc1-c1ccco1
→ i | 23 | -1 | 811
Cc1cccc(C(=O)Nc2cccc3cccnc23)c1
→ i | 54 | -20 | 776
COc1cc(CNCc2cc(OC)ccc2OC)cc(OC)c1
→ i | 24 | -14 | 791
Cn1c2c(c3cc([N+](=O)[O-])ccc31)CCCC2
→ i | 10 | 3 | 808
Cc1ccc(CC(C(=O)O)C(C)C(=O)Nc2ccc(F)cc2)cc1 (stereo unspecified)
→ i | 24 | -16 | 805
COc1cc(/C=C2/C(=O)N(c3ccc(C)c(C)c3)N=C2C)cc([N+](=O)[O-])c1O
→ i | 49 | 3 | 803
COc1cccc(/C=N/NC(=O)c2ccncc2)c1OC(=O)c1ccc(Br)cc1
→ i | 24 | 4 | 634
COc1ccccc1NC(=O)COC(=O)CCS(=O)(=O)c1ccc(C)cc1
→ i | 59 | -21 | 675
CCC1CN(S(=O)(=O)c2cc(-c3cc(C)no3)ccc2OC)c2cc(C)ccc2O1 (stereo unspecified)
→ i | 11 | -50 | 684
CCOC(=O)CCc1c(C)nc(SCc2ccc(C(=O)O)cc2)c(C#N)c1C
→ i | 65 | 13 | 784
CCCc1cc(=O)oc2c3c(cc(OCC(=O)N4CCC[C@H]4C(=O)O)c12)OC(C)(C)CC3
→ i | 29 | 2 | 774
COC(=O)c1ccc(NC(=O)C2C3C=CC(C3)C2C(=O)O)cc1 (stereo unspecified)
→ i | 54 | -20 | 823
CN(/N=C/c1ccc(-c2ccc([N+](=O)[O-])cc2)o1)c1ccccc1
→ i | 57 | 44 | 851
NC(=O)c1nsc(C(=O)N(c2ccccc2)C(C(=O)NCC2CCCO2)c2ccc3ncccc3c2)c1N (stereo unspecified)
→ i | 17 | -23 | 802
CCOc1ccc(S(=O)(=O)N2CCC(C(=O)NC3CCCC3)CC2)cc1
→ i | 19 | -1 | 653
O=C(NCC1CCCO1)c1cc(-c2ccccc2)nc2ccc(Br)cc12 (stereo unspecified)
→ i | 11 | -27 | 675
Cn1c(CNC(=O)CNS(=O)(=O)c2ccccc2)cc(=O)n(C)c1=O
→ i | 3 | -4 | 735
CCn1cc(CNC(=O)C2CCC(=O)N(C3CCCCCC3)C2)cn1 (stereo unspecified)
→ i | 57 | 2 | 690
NC(=O)c1cc(NC(=O)CCNS(=O)(=O)c2cccc(C(F)(F)F)c2)cc(C(N)=O)c1
→ i | 39 | 16 | 803
COc1ccccc1CNS(=O)(=O)c1ccc2c(c1)NC(=O)C(C)S2 (stereo unspecified)
→ i | 54 | 11 | 762
COC(=O)C1C(=O)C(C(=O)c2ccccc2)C(=O)CC1(C)C (stereo unspecified)
→ i | 68 | 31 | 848
Cc1cc(C(=O)N2CCCC(N3CCN(c4cccc(Cl)c4)CC3)C2)nn1C (stereo unspecified)
→ i | 56 | -1 | 846
COc1ccc(C(=O)CC(=O)c2ccc(C)cc2)c(O)c1
→ i | 46 | 3 | 817
Cc1nc(NC(=O)CN2CC(C)OC(C)C2)sc1C(=O)N(C)C (stereo unspecified)
→ i | 65 | -4 | 838
CCC1CCCCN1S(=O)(=O)c1ccccc1 (stereo unspecified)
→ i | 38 | -10 | 824
COc1ccc(/C=C(/NC(=O)c2ccco2)C(=O)N2CCOCC2)cc1
→ i | 58 | 21 | 695
Cn1cnc2c(cnn2-c2ccccc2)c1=O
→ i | 21 | -13 | 621
Cc1ccc(N(CC(=O)NC2CCCCC2)C(=O)CNC(=O)c2ccco2)cc1F
→ i | 31 | -3 | 854
CC(C)OCC(O)Cn1c(N2CCCC2)nc2c1c(=O)n(C)c(=O)n2C (stereo unspecified)
→ i | 56 | 2 | 837
Cc1ccccc1C(=O)Nc1ccc2c(c1)CCCN2C(=O)c1cccs1
→ i | 33 | 4 | 653
O=C(CSc1nncn1-c1ccccc1)Nc1ccccc1
→ i | 50 | -1 | 806
Cc1ccc(S(=O)(=O)NCCC(=O)NCCSc2ccc(Br)cc2)cc1
→ i | 54 | 1 | 809
CC1CN(C(=O)CCC(=O)N2CCCCC2)c2ccccc2O1 (stereo unspecified)
→ i | 40 | -5 | 802
CN(C)c1ccc(/C=C2\N=C(C(C)(C)C)OC2=O)cc1
→ i | 37 | -1 | 785
CCOc1ccc(S(=O)(=O)NCc2ccccn2)c(C)c1C
→ i | 39 | 0 | 741
CCCCn1c(=O)[nH]c(=O)c2c1nc(-c1cc(Cl)c(OC)c(OC)c1)n2C
→ i | 26 | 26 | 796
CCCCc1ccc(S(=O)(=O)NCCCN2CCCC2=O)cc1
→ i | 9 | -1 | 842
CCc1ccc(CN(C)C(=O)C2CCC(=O)N(Cc3ccccn3)C2)cc1 (stereo unspecified)
→ i | 12 | -4 | 679

Gathered by group, those above containing a nitro group on carbon.
Results follow in this order: T cell modulator | T cell modulator vesicle-bound % | Hep lipid drop | Hep lipid drop cells 6.5 µM
O=C(COC(=O)c1ccccn1)c1ccc([N+](=O)[O-])cc1
→ i | 8 | -2 | 844
CC1=N/C(=C\c2ccc([N+](=O)[O-])cc2)C(=O)N1c1ccc(F)cc1F
→ i | 46 | 9 | 878
O=C(NCc1ccccn1)c1nc(Cn2ccc([N+](=O)[O-])n2)no1
→ i | 37 | -3 | 833
Cn1c2c(c3cc([N+](=O)[O-])ccc31)CCCC2
→ i | 10 | 3 | 808
COc1cc(/C=C2/C(=O)N(c3ccc(C)c(C)c3)N=C2C)cc([N+](=O)[O-])c1O
→ i | 49 | 3 | 803
CN(/N=C/c1ccc(-c2ccc([N+](=O)[O-])cc2)o1)c1ccccc1
→ i | 57 | 44 | 851

(listing goes on)
smiles	T cell modulator	T cell modulator vesicle-bound %	Hep lipid drop	Hep lipid drop cells 6.5 µM
Cc1nnc(NC(=O)c2ccc(Br)o2)s1	i	24	10	831
Cc1ccc(NC(=O)CCC(=O)c2cccs2)cc1F	i	37	-3	750
COc1ccc(CNC(=O)CN(C(=O)c2csnn2)c2cnc3ccccc3c2)cc1	i	48	-15	798
CCOCCCNC(=O)C1CC(=O)N(CCc2ccc(C)cc2)C1 (stereo unspecified)	i	65	-3	830
COc1cc(F)ccc1CN1CCC(C(=O)Nc2ccc(Oc3ccccc3)nc2)CC1	i	25	-16	637
COc1cccc(CN2CC(C(=O)NCCCc3ccc(C)cc3)CCC2=O)c1 (stereo unspecified)	i	51	2	760
CC1CC(C)CN(CCCNC(=O)CN2C(=O)CSc3ccc(S(=O)(=O)N4CCCCC4)cc32)C1 (stereo unspecified)	i	47	-2	759
O=C(CNC(=O)c1ccccc1C(F)(F)F)N/N=C/c1cccs1	i	21	15	717
CC(C)CCNC(=O)C1CCC(CNS(=O)(=O)c2cccc3nsnc23)CC1 (stereo unspecified)	i	26	10	705
Cc1cccc(C(=O)O)c1NC(=O)Cc1cccc2ccccc12	i	56	3	826
CCOc1ccc(CCNC(=O)c2nnn(CC(=O)Nc3c(C)cc(C)cc3C)c2N)cc1OCC	i	11	9	735
CC1CCN(C(=O)Cn2ncc3c([nH]c4ccccc43)c2=O)CC1	i	14	10	700
O=C(NC(Cc1ccccc1)C(=O)N1CCCCCC1)c1ccccc1 (stereo unspecified)	i	3	-38	567
CCCc1nn2c(=O)cc(COc3cccc(NC(=O)c4ccco4)c3)nc2s1	i	42	-30	705
COc1ccc(CCN2CC(C(=O)N3CCC(O)(c4ccccc4)CC3)CCC2=O)cc1 (stereo unspecified)	i	36	4	765

The list goes on, overlapping the part above by two compounds.
smiles	T cell modulator	T cell modulator vesicle-bound %	Hep lipid drop	Hep lipid drop cells 6.5 µM
CCCc1nn2c(=O)cc(COc3cccc(NC(=O)c4ccco4)c3)nc2s1	i	42	-30	705
COc1ccc(CCN2CC(C(=O)N3CCC(O)(c4ccccc4)CC3)CCC2=O)cc1 (stereo unspecified)	i	36	4	765
Cn1ncc(Br)c1C(=O)NC1CCCCCC1	i	14	28	706
O=C(c1cc(-c2ccncc2)nc2ccccc12)N1CCN(c2ccccc2O)CC1	i	7	-11	668
COc1cc(C)ccc1Oc1ncnc(N)c1[N+](=O)[O-]	i	38	-3	801
COc1ccc(OC)c(S(=O)(=O)N2CCN(C(=O)c3ccco3)CC2)c1	i	55	-2	830
Cc1cc(C)n2nc(SCc3ccc(F)cc3Cl)nc2n1	i	15	3	822
CN(c1cccc(NC(=O)c2ccccc2N(Cc2ccccc2)S(C)(=O)=O)c1)S(C)(=O)=O	i	50	-1	795
CC(C)n1c(SCC(=O)Nc2ccc(F)cc2)nnc1C1CC1	i	8	-1	837
CC(=O)c1cccc(N(CC(=O)NC2CCCC2)C(=O)c2ccc(C)s2)c1	i	32	-12	809
Cc1ccc(CC(=O)Nc2cc(C)on2)cc1	i	32	-8	791
Cc1ccc(-n2nnnc2SCc2ccc(C(=O)O)cc2)cc1C	i	19	2	711
Cn1ccnc1SCC(=O)c1cccc(C(F)(F)F)c1	i	17	-5	789
COc1cccc(-c2noc(C3CCCN(C(=O)c4ccc(F)cc4F)C3)n2)c1 (stereo unspecified)	i	54	16	812
Cc1ccc(C)c(OC(C)C(=O)Nc2ccc(S(=O)(=O)Nc3nccs3)cc2)c1 (stereo unspecified)	i	42	-6	681
NC(=O)c1nsc(C(=O)N(c2ccc3c(c2)OCO3)C(C(=O)NCC2CCCO2)c2ccc(F)cc2)c1N (stereo unspecified)	i	17	-16	747
COc1ccc(NC(=O)c2cc3c(CO)cnc(C)c3oc2=Nc2cc(OC)cc(OC)c2)cc1	i	38	24	651
CC1CC(C)CN(C(=O)C2CCN(S(=O)(=O)c3ccc4c(c3)CC(C)N4C(=O)C3CC3)CC2)C1 (stereo unspecified)	i	20	-13	668
O=C1CSC(c2ccccc2)N1c1ccc(F)cc1F (stereo unspecified)	i	60	-31	794
O=C(c1cc(COc2cccc(C(F)(F)F)c2)on1)N1CCC(c2ccccc2)CC1	i	10	-29	660

Only part of the results is shown; the hit share may differ from the screen's.
